# GPR7 antagonist: human neuropeptides B/W receptor 1 antagonism; AID 1861; 1.1% of 290,000 active; inhibition, % at 4.4 µM; GPR7-expressing cells, fluorescence antagonist assay; P48145; in the data active = inhibition above about 16%, passing the limit was not always enough;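 also: cells stimulated with the agonist NPW; 0% = agonist with vehicle and 100% = vehicle without agonist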
# Target sequence (P48145 whole entry, looked up): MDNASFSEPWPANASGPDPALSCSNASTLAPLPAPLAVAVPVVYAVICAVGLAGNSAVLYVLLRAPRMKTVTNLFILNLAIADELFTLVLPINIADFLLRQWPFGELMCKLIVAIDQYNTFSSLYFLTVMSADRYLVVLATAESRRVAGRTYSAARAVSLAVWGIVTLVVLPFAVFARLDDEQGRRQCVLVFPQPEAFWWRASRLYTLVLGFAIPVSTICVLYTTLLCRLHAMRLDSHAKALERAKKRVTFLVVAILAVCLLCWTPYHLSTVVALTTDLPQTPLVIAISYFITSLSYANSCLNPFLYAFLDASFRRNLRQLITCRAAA
# NALP1 yeast inh: blocks the NALP1 inflammasome reconstituted in yeast | 0.61% of 280,000 active | inhibition, % at 10 µM | S. cerevisiae NALP1/ASC/caspase-1 growth, X-gal OD620, 72 h; in the data active = inhibition mostly above about 24%, no sharp cut-off; inactive = mostly below about 32%; also: some compounds called inactive have numbers as strong as hits
# MEKK2 WT-MEK5: raises or lowers MEK5 binding to wildtype human MEKK2 PB1 domain | binding response (% of control), % at 10 µM | 1.1% of 290,000 active | Q9Y2U5 | bead flow cytometry, Alexa488-MEK5 binding to MEKK2 WT; actives lie on both sides; in the data active = binding response below about 67% or above about 130%
# PfM18AAP inh: blocks P. falciparum M18 aspartyl aminopeptidase; recombinant PfM18AAP, H-Glu-NHMec fluorogenic cleavage; inhibition, % at 7.35 µM; 1.2% of 290,000 active; AID 1822;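 active = inhibition above the campaign mean inhibition over all tested compounds plus 3 SD, cut at about 28% in these data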;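 also: 0% = plate median of test compound wells and 100% = 2 mM ZnCl2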
# OXTR agonist: activates the human oxytocin receptor. P30559. AID 2435. 0.32% of 320,000 active. CHO-OTR cells, Fluo-8 calcium fluorescence; normalized: DMSO 0%, oxytocin 100%. activation, % at 3 µM;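 active = activation above the mean of all tested compounds plus 3 SD, cutoff set per screening run, cut at about 20% in these data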;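 also: peak over basal fluorescence ratio from a 100 s FLIPR kinetic read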
# Target sequence (P30559 whole entry, looked up): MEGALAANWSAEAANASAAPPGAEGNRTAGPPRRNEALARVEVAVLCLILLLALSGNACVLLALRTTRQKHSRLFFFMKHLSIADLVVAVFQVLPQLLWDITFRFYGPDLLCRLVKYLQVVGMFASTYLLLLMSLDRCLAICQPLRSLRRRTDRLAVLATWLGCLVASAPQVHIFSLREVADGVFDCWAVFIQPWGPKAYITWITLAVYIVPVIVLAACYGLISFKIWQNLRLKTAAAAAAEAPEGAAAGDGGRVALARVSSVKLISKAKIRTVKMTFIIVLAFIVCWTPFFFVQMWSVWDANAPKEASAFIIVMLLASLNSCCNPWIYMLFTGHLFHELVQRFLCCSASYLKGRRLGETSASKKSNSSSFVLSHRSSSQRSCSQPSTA
# MEKK2 mut-MEK5: signal of MEK5 binding to mutant human MEKK2 PB1 domain | bead flow cytometry, Alexa488-MEK5 binding to MEKK2 mutant | percent response, % at 10 µM | 0.35% of 290,000 active | AID 1530; in the data active = percent response above about 24%, passing the limit was not always enough; also: inactives centre near 1; some results filed as inactive read as strong as hits; reference of the scale not given here
# PHOSPHO1 block: inhibitors of human PHOSPHO1 phosphatase | Q8TCT1 | recombinant PHOSPHO1, absorbance phosphatase assay | inhibition, % at 13.3 µM | 1.1% of 290,000 active; in the data active = inhibition above about 60%
# Target sequence (Q8TCT1 whole entry, looked up): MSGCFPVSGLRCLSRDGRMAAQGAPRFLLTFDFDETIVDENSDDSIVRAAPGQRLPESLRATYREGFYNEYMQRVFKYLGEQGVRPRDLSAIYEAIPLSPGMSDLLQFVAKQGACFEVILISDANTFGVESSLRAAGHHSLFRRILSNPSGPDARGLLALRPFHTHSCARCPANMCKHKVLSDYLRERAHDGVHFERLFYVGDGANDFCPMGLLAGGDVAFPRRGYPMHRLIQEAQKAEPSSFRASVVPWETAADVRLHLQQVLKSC
# FID counter: displaces DNA intercalator in HCV helicase counter-screen. DNA fluorescent intercalator displacement, fluorescence. inhibition, % at 7.9 µM. 0.17% of 290,000 active; in the data active = inhibition above about 37%;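 also: 0% = vehicle and 100% = reference compound; higher means more ethidium bromide displaced from hairpin DNA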
# MEKK3 PB1 HTS: MEKK3-MEK5 PB1 interaction, increase or decrease; 1.4% of 290,000 active; Q99759; bead-based flow cytometry, Alexa488-MEK5 binding to MEKK3; actives lie on both sides; 0 = blocked by unlabeled MEK5, 100 = vehicle; binding response (% of control), % at 10 µM;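 active = binding response more than 3 SD above or below the average of its plate-row segment, actives on both sides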;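 also: Alexa488 bead fluorescence after subtracting the streptavidin-only scavenger bead signal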
# Active calls of the source: *; nt = no result given.
(1) COc1cccc(NC(=O)Nc2cccnc2)c1
(2) CCS(=O)(=O)Nc1cc(-c2nc3cccnc3s2)ccc1C
(3) CCOC(=O)N1CCN(c2nc(-c3cccs3)nc3ccccc23)CC1
(4) COc1ccc(C(=O)N=c2sccn2C)cc1
(5) Cc1cccc(C)c1NC(=O)CSCc1cccc(CSCC(=O)Nc2c(C)cccc2C)n1
(6) CC(=O)Nc1c(C(=O)O)[nH]c2ccccc12

entry no.	1	2	3	4	5	6
GPR7 antagonist	-13	-15	0	-1	-9	-4
NALP1 yeast inh	3	nt	11	-4	0	31
MEKK2 WT-MEK5	101	113	109	87	109	102
PfM18AAP inh	1	7	-8	1	-15	-4
OXTR agonist	1.6	-1.2	-1.7	-0.3	-1.7	-0.7
MEKK2 mut-MEK5	3	14	6	-3	4	5
PHOSPHO1 block	37	-6	32	21	16	4
FID counter	-3	-9	-27	-2	-8	4
MEKK3 PB1 HTS	102	114	103	89	107	102

(7) CCC(C)(NC(=O)Cc1c[nH]c2ccccc12)C(=O)NC1CCCCC1 (stereo not given)
(8) CCCn1c2c(c(O)c(C(=O)Nc3nccs3)c1=O)CCCC2
(9) O=C(Nc1ccc2c(c1)OCCO2)N1CCOCC1
(10) COC(=O)c1cc2c(=O)c3ccccc3oc2nc1/C=C/N(C)C
(11) CSc1ccc(CN2CCN(CCC(C)C)C(CCO)C2)cc1 (stereo not given)
(12) CC(=O)N1CCN(c2ccccc2NC(=O)COc2ccc(Br)cc2)CC1

entry no.	7	8	9	10	11	12
GPR7 antagonist	4	4	-8	-10	-10	12
NALP1 yeast inh	27	7	-2	-5	14	-3
MEKK2 WT-MEK5	107	102	69	94	111	100
PfM18AAP inh	-1	-2	-19	7	5	1
OXTR agonist	0.0	-0.6	0.5	nt	-0.3	-1.4
MEKK2 mut-MEK5	0	7	-13	-1	8	3
PHOSPHO1 block	0	0	42	nt	28	-12
FID counter	-13	2	-7	-10	9	-27
MEKK3 PB1 HTS	105	104	65	98	106	99

(13) O=C(c1ccccc1)N1CCSc2sccc2C1=O
(14) Nc1nnnn1/N=C/c1ccccc1
(15) O=C(CSc1nnc(COc2ccccc2)o1)NCCc1ccccc1
(16) Cn1c(SCC(=O)N/N=C/c2ccc([N+](=O)[O-])s2)nnc1-c1ccccc1
(17) CCOCCCNc1nc(=S)[nH]c2cc(OC)c(OC)cc12
(18) COc1cc(C(=O)NCCN2CCOCC2)cc(OC)c1OC

entry no.	13	14	15	16	17	18
GPR7 antagonist	-7	1	-7	-13	5	-7
NALP1 yeast inh	15	2	2	42	-1	18
MEKK2 WT-MEK5	98	106	111	106	113	80
PfM18AAP inh	3	2	5	7	-3	6
OXTR agonist	nt	nt	-1.8	1.9	0.3	1.2
MEKK2 mut-MEK5	-1	4	3	4	10	-11
PHOSPHO1 block	-8	33	7	7	53	-4
FID counter	-8	-2	-13	-5	3	3
MEKK3 PB1 HTS	102	103	102	105	109	75

(19) O=C(Nc1ccc(-c2n[nH]c(=S)o2)cc1)c1ccccc1
(20) CC(C)Oc1ccc(/C(O)=C2/C(=O)C(=O)N(CCN(C)C)C2c2cccs2)cc1 (stereo not given)
(21) ClC1(Cl)CC1CSc1nnc(-c2ccncc2)o1 (stereo not given)
(22) Cn1nccc1C(=O)Oc1ccc(/C=N/NC(=O)c2ccccc2O)cc1
(23) CC1=C(C(=O)Nc2ccccc2)C(c2coc3ccccc3c2=O)C2=C(CCCC2=O)N1 (stereo not given)
(24) CCCC(=O)NC(=S)Nc1ccccc1C(F)(F)F

entry no.	19	20	21	22	23	24
GPR7 antagonist	0	-7	9	-5	14	-4
NALP1 yeast inh	-14	8	-2	10	24	24
MEKK2 WT-MEK5	99	95	92	96	94	104
PfM18AAP inh	6	2	-6	9	-1	3
OXTR agonist	-0.6	-1.0	0.0	1.9	0.8	-2.5
MEKK2 mut-MEK5	3	-4	3	-4	12	3
PHOSPHO1 block	19	1	-2	10	-26	-65
FID counter	-7	-2	-8	-2	-14	1
MEKK3 PB1 HTS	97	90	88	100	101	103

# One compound at a time, as listed above. Screens in order: GPR7 antagonist	NALP1 yeast inh	MEKK2 WT-MEK5	PfM18AAP inh	OXTR agonist	MEKK2 mut-MEK5	PHOSPHO1 block	FID counter	MEKK3 PB1 HTS
# Results for Cn1nccc1C(=O)Oc1ccc(/C=N/NC(=O)c2ccccc2O)cc1 : -5	10	96	9	1.9	-4	10	-2	100
# Results for CCCC(=O)NC(=S)Nc1ccccc1C(F)(F)F : -4	24	104	3	-2.5	3	-65	1	103
# Results for O=C(Nc1ccc(-c2n[nH]c(=S)o2)cc1)c1ccccc1 : 0	-14	99	6	-0.6	3	19	-7	97
# Results for ClC1(Cl)CC1CSc1nnc(-c2ccncc2)o1 (stereo not given) : 9	-2	92	-6	0.0	3	-2	-8	88
# Results for CC(C)Oc1ccc(/C(O)=C2/C(=O)C(=O)N(CCN(C)C)C2c2cccs2)cc1 (stereo not given) : -7	8	95	2	-1.0	-4	1	-2	90

# The list continues.
(25) CCOc1cc2[nH]c(=O)n(CCCN3CCCC3=O)c(=O)c2cc1OCC
(26) CCCn1c(SCC(=O)NCCc2ccccc2)nnc1-c1cccnc1
(27) Nc1nc(-c2ccc(Cl)cc2)nc(-c2ccc(Cl)cc2)n1
(28) O=C(O)CC(NC(=O)Cc1ccc(Cl)cc1)c1ccco1 (stereo not given)
(29) C=CCn1cccc(C(=O)Nc2ccc(SC)cc2)c1=O
(30) Cc1ccccc1N(C(=O)Cn1nnc(-c2cccs2)n1)C(C(=O)NCCC(C)C)c1ccco1 (stereo not given)

entry no.	25	26	27	28	29	30
GPR7 antagonist	4	-2	-4	-17	2	-19
NALP1 yeast inh	-23	11	nt	15	17	-3
MEKK2 WT-MEK5	106	106	61	105	102	95
PfM18AAP inh	9	2	-17	4	-3	-1
OXTR agonist	-0.6	1.2	-0.3	0.6	6.6	-2.2
MEKK2 mut-MEK5	4	12	-11	10	7	0
PHOSPHO1 block	-1	3	15	-7	15	41
FID counter	-30	-13	-2	-4	-12	-23
MEKK3 PB1 HTS	107	103	64	102	102	99

(31) Cc1ccccc1NC(=O)CSc1cn[nH]n1
(32) CC1=Nc2ccc(C)cc2/C1=C/c1c(N)n2c(S(=O)(=O)C(C)C)nsc2nc1=O
(33) COc1ccc2c(c1)-c1c(ssc1=S)C(C)(C)N2
(34) Cc1cc2cc(CNC(=O)Nc3ccccc3)ccc2[nH]1
(35) Cc1ccsc1C(=O)NC1CCCN(Cc2ccc(Cl)cc2)C1 (stereo not given)
(36) O=C(Nc1ccccc1)N1CCn2c1nc1ccccc12

entry no.	31	32	33	34	35	36
GPR7 antagonist	-11	-5	-7	-11	9	-10
NALP1 yeast inh	9	11	17	3	12	8
MEKK2 WT-MEK5	108	103	95	106	106	105
PfM18AAP inh	6	10	4	-2	-10	-5
OXTR agonist	0.3	nt	-2.7	0.4	nt	-2.4
MEKK2 mut-MEK5	4	-1	1	-2	0	4
PHOSPHO1 block	39	32	6	-10	51	-1
FID counter	-3	-43	6	5	12	-10
MEKK3 PB1 HTS	102	102	91	111	102	103

(37) COC(=O)c1[nH]c(C)c(/C(O)=C2\C(=O)C(=O)N(CCN(C)C)C2c2ccco2)c1C (stereo not given)
(38) O=C(C(Cc1ccccc1)n1cccc1)N1CCCCC1 (stereo not given)
(39) CC(C)(C)C1=C[C@@H](CO)C[C@@H](CO)C1
(40) Cc1cc(S(=O)(=O)NC2CCCC2)ccc1F
(41) O=C(Cc1ccc(S(=O)(=O)N2CCOCC2)s1)N1CCN(c2cccc(C(F)(F)F)c2)CC1
(42) CCCCn1c(CCC(=O)O)nc2cc(S(=O)(=O)N(C)C)ccc21

entry no.	37	38	39	40	41	42
GPR7 antagonist	3	-3	-17	-6	-2	1
NALP1 yeast inh	10	-6	13	14	16	-4
MEKK2 WT-MEK5	100	110	104	107	104	102
PfM18AAP inh	9	-1	1	-8	-4	-2
OXTR agonist	-0.1	-1.9	0.8	-2.3	11	0.2
MEKK2 mut-MEK5	4	9	9	7	6	-5
PHOSPHO1 block	8	-14	-17	-4	22	-11
FID counter	-1	-6	0	0	-52	-11
MEKK3 PB1 HTS	97	107	104	103	107	105

(43) O=C(N/C(=C\c1ccco1)C(=O)N1CCOCC1)c1ccco1
(44) CN(NS(=O)(=O)c1ccc(Br)cc1)c1nc(C(F)(F)F)nc2ccccc12
(45) Cc1cc(C(=O)OCC(=O)Nc2cccc(S(=O)(=O)N(C)C)c2)c(C)o1
(46) O=C(c1ccco1)N1CCN(S(=O)(=O)c2ccc(Cl)s2)CC1
(47) Cc1cc(C)n(-c2nc3ccccc3c(=O)n2OCC(N)=O)n1
(48) CCOc1ccc(OCC)c(NC(=O)c2ccc(CNc3c(N4CCOCC4)c(=O)c3=O)cc2)c1

entry no.	43	44	45	46	47	48
GPR7 antagonist	-9	-2	-11	1	-7	2
NALP1 yeast inh	5	-14	5	-9	-4	nt
MEKK2 WT-MEK5	103	98	90	106	99	96
PfM18AAP inh	12	-7	1	1	-4	4
OXTR agonist	0.8	13	0.3	0.8	0.4	-1.5
MEKK2 mut-MEK5	1	-11	-16	5	-7	-2
PHOSPHO1 block	-2	4	33	15	10	8
FID counter	-7	-12	-19	-10	-5	-21
MEKK3 PB1 HTS	103	100	87	106	100	88

(49) Cc1ccc(Sc2ccc(CO)cc2[N+](=O)[O-])cc1
(50) CC1CCCCN1Cc1nc2c(c(=O)n(C)c(=O)n2C)n1CCc1ccccc1 (stereo not given)
(51) C/C(=N\NC(=O)C(=O)Nc1ccc(C)cc1)c1ccncc1
(52) Cc1nc(N2CCN(S(=O)(=O)c3ccccc3C#N)CC2)c2c(-c3cccs3)csc2n1
(53) COC(=O)/C=C/c1c(C)[nH]c(=O)[nH]c1=O
(54) O=C1c2ccccc2C(=O)N1CCc1nc2ccccc2c(=O)n1CCCn1ccnc1

entry no.	49	50	51	52	53	54
GPR7 antagonist	-11	-4	4	-21	-11	-14
NALP1 yeast inh	2	-5	40	3	nt	21
MEKK2 WT-MEK5	97	105	98	90	96	107
PfM18AAP inh	-2	-12	6	5	-17	5
OXTR agonist	-1.8	-1.7	9.3	-0.1	-0.5	3.1
MEKK2 mut-MEK5	-1	22	-2	-2	-13	12
PHOSPHO1 block	34	4	-24	29	18	6
FID counter	4	-3	2	-5	2	3
MEKK3 PB1 HTS	99	100	99	104	94	106

(55) Cc1cnc(C(=O)N2CCN(S(=O)(=O)c3ccc4ccccc4c3)CC2)cn1
(56) COc1ccc(C(C(=O)NC(C)(C)C)N(C(=O)CCC(=O)Nc2ccccn2)C2CCCCC2)cc1 (stereo not given)
(57) CC(C)[C@H](NC(=O)OCc1ccccc1)C(=O)NCc1ccccc1
(58) CC(=O)C(C(C)=O)c1cc(NS(=O)(=O)c2ccccc2)ccc1NS(=O)(=O)c1ccccc1
(59) CN(C)c1ccc(CNC(=O)CN2C(=O)COc3ccc(S(=O)(=O)N4CCCC4)cc32)cc1
(60) COc1ccc(CCNC(=O)COc2cc(O)c3c(c2)OC(C)(C)CC3=O)cc1OC
(61) COc1ccc(NC(=O)C2C3C=CC4(O3)C2C(=O)N(CCCN2CCCCC2)C4C(=O)NC2CCCC(C)C2C)cc1 (stereo not given)
(62) O=C1Nc2ccccc2C12OCCO2

entry no.	55	56	57	58	59	60	61	62
GPR7 antagonist	-7	5	-4	15	-15	3	-1	-10
NALP1 yeast inh	3	7	21	14	4	6	27	0
MEKK2 WT-MEK5	97	97	93	107	106	108	98	nt
PfM18AAP inh	-1	-2	-5	0	4	-2	-11	-2
OXTR agonist	2.3	-1.0	-0.9	3.1	0.3	-0.6	-0.1	-0.8
MEKK2 mut-MEK5	-1	-5	-2	5	2	6	-6	nt
PHOSPHO1 block	15	-6	6	31	32	34	32	-6
FID counter	-28	-41	2	-19	-20	-38	13	-5
MEKK3 PB1 HTS	98	101	93	103	104	103	95	nt
